Screens (PubChem BioAssay)
ATXN2 expr inh = ATXN2 expression inhibition. hit rate 0.72% among 360,000. AID 1745845. Potency, µM (doses to about 57 µM), without a hit: at the highest dose activity change, negative = inhibition, hits mostly inhibitors. HEK-293 ATXN2-luciferase reporter, luminescence, 24 h; note: % is set by controls: 0 for no effect and ±100 for the full control effect; nearly all actives have a fitted effect of over 55% in size
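ATXN2-luciferase reporter cells (luciferase flanked by upstream and downstream ATXN2 gene portions) were treated 24 h at 37 °C with compounds at up to 57 uM. SteadyGlo luminescence gave expression; GF-AFC fluorescence gave viability.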
Nrf2 ARE act = activators of Nrf2 (ARE) signaling. AREc32 ARE-luciferase reporter (MCF7-derived line), luminescence, 24 h. Potency, µM (doses to about 46.1 µM), for inactives: top-dose activation, most hits filed as activators. hit rate 0.31% among 410,000; note: % of control where 0% means no effect; nearly all actives have a fitted effect of over 65% in size
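Luciferase luminescence (Steady-Glo, 30 min at room temperature) served as the read-out of ARE activation in AREc32 cells treated with compounds for 24 hr at 37 deg C.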
HepG2 tox = HepG2 cytotoxicity, counter-screen for TGF-b inhibitors; HepG2 CAGA-GFP viability, ATP luminescence, 18 h; Potency, µM (top dose mostly 46.1 µM), for inactives: top-dose activity change, negative = cytotoxicity, most hits filed as cytotoxic; hit rate 0.76% among 410,000; note: some results filed as inactive show a strong effect at the top dose
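CellTiter-Glo luminescence gave cytotoxicity after 18 hours at 37 degrees C. The cells were HepG2 CAGA-GFP in 1% FBS DMEM, stimulated with 500 pg/mL TGF-beta after compound addition. %Activity was normalised to no-cell wells (complete cell-killing) and DMSO (no toxicity), and curves were fitted and classified.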
A549 viability = counter-screen for Nrf2 inhibitors: cytotoxicity in A549 cells; A549 ARE-Fluc cells, CellTiter-Fluor viability, 18-24 h; Potency, µM (doses to about 46 µM), without a hit: at the top dose activity change, negative = cytotoxicity, most hits filed as inhibitors; hit rate 0.16% among 390,000; AID 504648; note: % is set by controls: 0 for no effect and ±100 for the full control effect
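A549 ARE-Fluc cells in 5% FBS OPTI-MEM, 5000 cells/well, rested 2 h then exposed to compounds in concentration-response for 18-24 h at 37 °C. Viability by CellTiter-Fluor fluorescence (Ex 405/Em 525) after 30 min; luciferase luminescence (BugLite, 15 min, RT) read afterwards.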
ATXN viability = cell viability loss in ATXN counter-screen. S2 cells (HEK-293 line with an ATXN2-luciferase reporter) viability, CellTiter-Fluor protease fluorescence, 24 h. Potency, µM (doses to about 56.7 µM), actives largely listed as cytotoxic. hit rate 0.49% among 400,000; note: nearly all actives have a fitted effect of over 40% in size
TGFb inhibitor = TGF-b pathway inhibition | HepG2 CAGA-GFP TGF-b/SMAD3 reporter, GFP fluorescence, 18 h; TGF-beta stimulated, 500 pg/mL final | Potency, µM (highest dose often 46.1 µM), for inactives: at the highest dose activity, negative = inhibition, usual class: inhibitors | hit rate 1.2% among 410,000 | AID 588855; note: % is set by controls: 0 for no effect and ±100 for the full control effect; nearly all actives have a fitted effect of over 65% in size
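TGF-beta reporter screen: HEPG2 CAGA-GFP, 1% FBS, 500 pg/mL TGF-beta final, 18 h; per-cell GFP summed per well; curves fitted and categorized by class.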
Nrf2 block = blocks Nrf2 signaling; A549 ARE-Fluc reporter, luciferase luminescence, 18-24 h; AID 504444; Potency, µM (highest dose often 46 µM), without a hit: top-dose activity change, negative = inhibition, most hits filed as inhibitors; hit rate 2.1% among 360,000; note: % is set by controls: 0 for no effect and ±100 for the full control effect; nearly all actives have a fitted effect of over 60% in size
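Nrf2 activity is the BugLite luminescence, read 15 min after reagent at room temperature, following CellTiter-Fluor cytotoxicity readout (30 min, 37C). Compound titrations were applied for 18-24 h to 5000 A549 ARE_Fluc cells/well in 5% FBS OPTI-MEM.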
EPAC2 antag = antagonists of human EPAC2 | Q8WZA2 | EPAC2 GEF exchange of Rap1B-BODIPY-GDP, fluorescence | Potency, µM (series often up to 114 µM), for the others: top-dose activity, negative = inhibition, most hits filed as inhibitors | hit rate 0.18% among 360,000 | AID 720708; note: % is set by controls: 0 for no effect and ±100 for the full control effect; nearly all actives have a fitted effect of over 45% in size; many of its hits are not listed in these tables
Target sequence (Q8WZA2 whole entry, looked up): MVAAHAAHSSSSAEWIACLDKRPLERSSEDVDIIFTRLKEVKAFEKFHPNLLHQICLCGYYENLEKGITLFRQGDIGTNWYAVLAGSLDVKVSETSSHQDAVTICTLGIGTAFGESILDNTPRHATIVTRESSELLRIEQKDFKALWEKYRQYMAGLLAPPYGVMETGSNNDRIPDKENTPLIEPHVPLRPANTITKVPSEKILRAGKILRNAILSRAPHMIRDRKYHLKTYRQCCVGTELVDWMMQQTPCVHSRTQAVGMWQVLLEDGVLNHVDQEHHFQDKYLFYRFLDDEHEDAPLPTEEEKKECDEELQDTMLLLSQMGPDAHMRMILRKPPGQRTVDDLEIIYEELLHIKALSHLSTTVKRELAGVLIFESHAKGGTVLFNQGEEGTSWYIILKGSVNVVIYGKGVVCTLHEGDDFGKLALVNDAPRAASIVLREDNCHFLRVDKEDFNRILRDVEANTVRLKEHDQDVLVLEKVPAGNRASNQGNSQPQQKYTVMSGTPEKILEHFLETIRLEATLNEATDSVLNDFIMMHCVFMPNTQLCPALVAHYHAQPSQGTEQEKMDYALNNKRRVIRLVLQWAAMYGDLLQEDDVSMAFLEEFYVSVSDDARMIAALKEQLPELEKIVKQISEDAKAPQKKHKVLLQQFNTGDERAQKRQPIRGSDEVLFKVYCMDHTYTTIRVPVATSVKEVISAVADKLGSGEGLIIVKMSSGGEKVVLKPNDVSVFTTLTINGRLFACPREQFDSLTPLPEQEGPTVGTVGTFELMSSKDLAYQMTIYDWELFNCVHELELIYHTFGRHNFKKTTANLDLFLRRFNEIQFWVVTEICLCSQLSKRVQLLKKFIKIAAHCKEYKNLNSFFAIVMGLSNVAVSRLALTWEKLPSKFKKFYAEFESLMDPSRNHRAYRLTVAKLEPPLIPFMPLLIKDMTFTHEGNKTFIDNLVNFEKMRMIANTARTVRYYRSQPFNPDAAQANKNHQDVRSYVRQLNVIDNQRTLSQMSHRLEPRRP
MCF10A rerep = DNA re-replication induction in MCF 10a cells; hit rate 2.9% among 350,000; AID 624296; Potency, µM (series often up to 46.1 µM), without a hit: at the top dose activity, positive = re-replication, most hits filed as activators; MCF 10A DNA re-replication, Hoechst nuclear intensity, 48 h; note: % of control where 0% means no effect; nearly all actives have a fitted effect of over 50% in size
Numbers without * were called inactive; i = inactive; ? = inconclusive; · = not tested or not shown; [ ] = dose if it differs, or a comment. Calls come from the whole dose curve; as a rule, active = well fitted curve in the direction sought with a large enough effect; inconclusive = small, poorly fitted or top-dose-only effect, or another doubt; inactive = no such curve, though single readings can be large; an effect the other way counts as inactive or inconclusive. Potency is the fitted concentration of half-maximal effect. A portion of the library; rates above refer to the full screens.

SMILES	ATXN2 expr inh	Nrf2 ARE act	HepG2 tox	A549 viability	ATXN viability	TGFb inhibitor	Nrf2 block	EPAC2 antag	MCF10A rerep
CC(=O)Nc1c2c(nn1-c1ccc(C)cc1C)CSC2	7%	-0.2%	-7%	8%	i	-6%	-24%	-2%	-8%
Nc1nc(C(F)(F)F)cc(=O)n1N	-7%	0.3%	0%	-1%	i	5%	4%	5%	-12%
COC(=O)c1ccc2c(=O)n(CC3CCCO3)c(=S)[nH]c2c1 (stereo not drawn)	-11%	2.7%	1%	-2%	i	-4%	6%	8%	23µM*
COc1ccccc1CNC(=O)c1ccccc1OC	-2%	-0.4%	-16%	1%	i	-11%	?	4%	9.2µM*
Cc1c(NC(=O)c2ccc(NS(=O)(=O)c3ccc(F)c(F)c3)cc2)c(=O)n(-c2ccccc2)n1C	·	-0.1%	3%	9%	i	31%	16%	10%	17%
COc1cc(C(c2sc3nc(C)nn3c2O)N2CCN(c3ccccc3)CC2)cc(OC)c1OC (stereo not drawn)	7%	0.6%	-5%	10%	i	6%	-10%	8%	-1%
CN1CCCN(c2cc(-c3ccc4ccccc4c3)nc3ccnn23)CC1	-9%	0.2%	-8%	·	i	21%	·	17%	·
O=C(Cn1cnc2c(NC(=O)OCc3ccccc3)ncnc21)NCc1ccccn1	3%	3.5%	-1%	-1%	i	-4%	7%	12%	-4%
O=C1Nc2ccccc2N(O)N1c1cc(-c2ccccc2)[nH]n1	2%	0.0%	5%	0%	i	-29%	14%	-3%	0%
Cc1nn2c(C)c(C(=O)Nc3ccccc3)cnc2c1C#N	1%	-0.8%	-6%	8%	i	0%	-20%	-1%	-15%
COc1cc(CC(=O)OCC(=O)NC2CC2)cc(OC)c1OC	-19%	-0.4%	0%	-9%	?	0%	-17%	14%	-3%
O=[N+]([O-])c1ccc(N2CCC(O)CC2)nc1	2%	0.1%	-4%	?	i	-1%	-6%	-19%	16%

The last 6 entries of the part before open the next one:
SMILES	ATXN2 expr inh	Nrf2 ARE act	HepG2 tox	A549 viability	ATXN viability	TGFb inhibitor	Nrf2 block	EPAC2 antag	MCF10A rerep
CN1CCCN(c2cc(-c3ccc4ccccc4c3)nc3ccnn23)CC1	-9%	0.2%	-8%	·	i	21%	·	17%	·
O=C(Cn1cnc2c(NC(=O)OCc3ccccc3)ncnc21)NCc1ccccn1	3%	3.5%	-1%	-1%	i	-4%	7%	12%	-4%
O=C1Nc2ccccc2N(O)N1c1cc(-c2ccccc2)[nH]n1	2%	0.0%	5%	0%	i	-29%	14%	-3%	0%
Cc1nn2c(C)c(C(=O)Nc3ccccc3)cnc2c1C#N	1%	-0.8%	-6%	8%	i	0%	-20%	-1%	-15%
COc1cc(CC(=O)OCC(=O)NC2CC2)cc(OC)c1OC	-19%	-0.4%	0%	-9%	?	0%	-17%	14%	-3%
O=[N+]([O-])c1ccc(N2CCC(O)CC2)nc1	2%	0.1%	-4%	?	i	-1%	-6%	-19%	16%
C=CCn1c(SCC(N)=O)nnc1-c1cnccn1	5%	-0.2%	-40%	4%	i	-2%	-21%	2%	1%
Cc1ccc(C(=O)N2CCc3cc(CNC(=O)COc4ccccc4)ccc32)cc1	·	0.5%	-19%	-22%	·	?	·	·	·
CCN(CC)S(=O)(=O)c1ccc2c(c1)N(CC(=O)N1CCN(c3ccc(Cl)cc3)CC1)C(=O)CO2	-23%	3.1%	-25%	0%	?	-8%	·	·	·
CCOC(=O)N1CCC(Nc2ncnc3c2cnn3-c2ccc(Cl)cc2)CC1	0%	0.3%	-6%	-2%	i	-3%	?	8%	-1%
COCCOC(=O)c1sc(=S)n(CCOC)c1N	0%	-0.4%	-13%	0%[1.84 µM]	i	-26%	17%	8%	-1%
Cn1c(=O)c2c(nc3n(-c4ccc(O)cc4)c(-c4ccc(Br)cc4)cn23)n(C)c1=O	9%	-1.1%	-1%	-3%	i	10%	19%	·	·
O=C1CN(C(=O)c2ccccc2)c2ccccc2N1	-9%	0.0%	0%	1%	i	-11%	-11%	-3%	-1%
COc1ccc(CCNC(=O)c2cc(-c3ccccc3)nc3ccccc23)cc1OC	-23%	-0.9%	-23%	-5%	?	-1%	-16%	·	·
CS(=O)(=O)N(CC(=O)N1CCCC1)C1CCCCC1	·	-0.3%	4%	·	i	-2%	·	9%	·
CCOC(=O)C1CCN(Cc2ccc(OCc3ccccc3)c(OC)c2)CC1	-4%	-0.5%	-7%	-2%	i	2%	9%	12%	1%
Cc1cc(C)c2nc(N3C(=O)C(O)=C(C(=O)c4ccco4)C3c3cccc(O)c3)sc2c1 (stereo not drawn)	6%	6.0%	-16%	-15%	?	?	9%	-18%	21µM*
COc1ccccc1CN1CC(C(=O)NCc2nccn2C)CCC1=O (stereo not drawn)	2%	-0.9%	4%	-4%	i	6%	1%	-11%	1%
OC(CNCCc1ccc(C(F)(F)F)cc1)COc1ccc2ccccc2c1 (stereo not drawn)	28µM*	-1.7%	-92%	2%	·	?	-9%	-13%	5.8µM*
CC(CCc1ccccc1)NC(=O)C1CCN(S(=O)(=O)N2CCCCC2)CC1 (stereo not drawn)	1%	-1.8%	-25%	10%	i	-27%	-11%	-7%	-1%
C=C1C(=O)[C@]23C[C@H]1CCC2[C@@]1(C)C(C[C@@H]3O)[C@](C)(C(=O)O)C[C@H](O)[C@@H]1O (stereo partly drawn)	3%	1.0%	-2%	·	i	-4%	·	10%	·
Cc1ccccc1-c1nnn(Cc2cccc(S(=O)(=O)N3CCOCC3)c2)n1	·	-0.8%	-24%	15%	i	-21%	?	-1%	3%
CCN(c1ccccc1)S(=O)(=O)c1ccc(C(=O)NCC(=O)Nc2ccc(F)c(F)c2F)cc1	·	-0.3%	-5%	-6%	i	?	?	2%	?
Cc1c(C(=O)N2CCCCCC2)oc2ccccc12	27%	0.3%	-14%	-6%	i	-26%	·	2%	23%
Cc1ccc([N+](=O)[O-])cc1NC(=O)CSc1nncc2ccccc12	·	3.0%	-15%	2%	i	-15%	3%	-2%	-2%
O=C1Cc2cc(NS(=O)(=O)c3ccc(F)cc3)cc3c2N1CCC3	13%	3.9%	-8%	-2%	i	?	-17%	-10%	2%
O=C(O)CN(CCc1ccccc1)S(=O)(=O)c1ccccc1	6%	-0.1%	-3%	-2%	i	-6%	-9%	-1%	-2%
Cc1ccc(C(=O)CN(CCC(=O)O)S(=O)(=O)c2ccc([N+](=O)[O-])cc2)cc1	2%	-1.5%	-3%	-4%	i	-6%	2%	10%	-2%
Cc1noc(C)c1S(=O)(=O)Nc1ccc2c(c1)C(=O)N([C@H](C)CO)C[C@H](C)[C@H](CN(C)C(=O)NC(C)C)OCCCC[C@@H](C)O2	3%	0.2%	-1%	·	i	14%	·	5%	·
c1ccc2sc(NC3=NCN(CC4CCCO4)CN3)nc2c1 (stereo not drawn)	·	2.0%	11%	-1%	i	18%	?	-9%	-6%
Cc1c(C(=O)C(=O)N2CCN(C)CC2)c2ccccc2n1C	-17%	-0.4%	-4%	-9%	i	17%	-3%	1%	1%
CN(C)S(=O)(=O)c1ccc(NC=C(C#N)C#N)cc1	-7%	0.5%	-6%	11%	i	-6%	6%	3%	0%
COc1ccccc1C(=O)NC(=O)COC(=O)c1nccnc1N	11%	-0.6%	4%	-3%	i	13%	5%	-2%	-18%
Cc1cccc(NC(=O)C2CCCN2C(=O)OCC(C)C)c1 (stereo not drawn)	-6%	0.3%	13%	-9%	i	26%	-15%	-3%	6%
COc1cc(/C=C/C(=O)OCC(=O)N(C)CC(=O)Nc2ccc(F)cc2)ccc1OC(F)F	6%	4.3%	8%	0%	i	25%	9%	-4%	11%
O=C(NCCc1ccccc1)c1nc(CS(=O)(=O)c2ccc(Cl)cc2)no1	0%	0.2%	-13%	3%	i	-17%	0%	-8%	4%
NC(=O)c1cccnc1Oc1ccccc1	5%	0.7%	22%	1%	i	11%	10%	3%	-19%
N#CCSc1nnc(-c2ccc(S(=O)(=O)N3CCOCC3)cc2)n1CC1CCCO1 (stereo not drawn)	1%	-0.5%	-10%	8%	i	14%	?	-4%	0%
CCOc1ccc(C(NC(=O)c2ccco2)c2ccc(OC)c(OC)c2)cc1 (stereo not drawn)	-3%	0.7%	4%	3%	i	2%	?	3%	3.7µM*
CCCCOc1ccc(C2=CSC3=NCCN23)cc1[N+](=O)[O-]	19%	4.1%	-30%	3%	i	-14%	-3%	-3%	12%
COC(=O)[C@H](CCSC)NC(=O)NCc1ccc(S(N)(=O)=O)cc1	-6%	-0.3%	11%	0%	i	18%	·	9%	2%
CC(=O)N1CCCc2cc(S(=O)(=O)Nc3ccc(C)cc3C)ccc21	-16%	5.2%	-16%	0%	i	-25%	-27%	-2%	?
CC(NS(=O)(=O)c1ccccc1)C(c1cccs1)N1CCN(c2ccccc2)CC1 (stereo not drawn)	-27%	0.2%	-13%	8%	i	?	·	-14%	?
O=C(CCS(=O)(=O)c1cccc2nonc12)Nc1ccc(F)cc1F	14%	5.3%	1%	5%	i	-12%	·	·	·
